CHO-K1 Ca antag – nonselective inhibitor or artifact in parental CHO-K1 cells. ATP-induced calcium, Fluo-8 fluorescence. inhibition, % at 3 µM. 360,000 compounds, 0.6% hits. AID 602250;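 active means inhibition above a per-plate cutoff, the plate's mean sample inhibition plus 3 SD, cut at about 24% in these data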;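 further: 0% = DMSO plus EC80 ATP and 100% = DMSO alone without ATP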
CHO-K1 Ca PAM – M1 PAM counterscreen hit in parental CHO-K1 cells; ATP EC20, Fluo-8 calcium fluorescence; 0% at ATP EC20, 100% at ATP max; activation, % at 3 µM; 360,000 compounds, 0.02% hits;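 active means activation above the run cutoff, the mean activation of all test compounds plus 3 SD, cut at about 40% in these data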;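 further: peak over basal fluorescence ratio in a 140 s read after ATP addition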
M1 ag parental – nonselective activator or artifact in parental CHO-K1 cells | 360,000 compounds, 0.48% hits | Fluo-8 calcium fluorescence; scaled to maximal ATP response, vehicle zero | activation, % at 3 µM | AID 602248; in the data active means activation above about 15%;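 further: untransfected CHO-K1 host cells lacking M1 receptor as counterscreen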
OXTR potentiator – potentiators of human oxytocin receptor. P30559. CHO-OTR cells, Fluo-8 calcium fluorescence, potentiator mode; 0% = oxytocin EC15, 100% = EC100. 320,000 compounds, 0.061% hits. activation, % at 3 µM. AID 2445;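 active means activation above that plate's cutoff, the mean activation of tested compounds plus 3 SD, cut at about 6.6% in these data, passing the limit was not always enough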;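 further: 100% uses oxytocin at 75 nM as the full agonist control; some results filed as inactive read as strong as hits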
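Dosing: Single dose, 3.0 µM nominal final compound concentration | Material: Human OTR in CHO cells | Technique: Kinetic Fluo-8 calcium fluorescence | Benchmarks: EC15 oxytocin alone as 0%, 75 nM oxytocin as 100% | Probe or stimulus: Oxytocin at about EC15, sub-maximal agonist stimulus | Incubation: Compound 6 min at room temperature before oxytocin, 100 s read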
GPR7 antagonist – human neuropeptides B/W receptor 1 antagonism; P48145; GPR7-expressing cells, fluorescence antagonist assay; inhibition, % at 4.4 µM; AID 1861; 290,000 compounds, 1.1% hits; in the data active means inhibition above about 16%, passing the limit was not always enough;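 further: cells stimulated with the agonist NPW; 0% = agonist with vehicle and 100% = vehicle without agonist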
Target sequence (P48145 whole entry, looked up): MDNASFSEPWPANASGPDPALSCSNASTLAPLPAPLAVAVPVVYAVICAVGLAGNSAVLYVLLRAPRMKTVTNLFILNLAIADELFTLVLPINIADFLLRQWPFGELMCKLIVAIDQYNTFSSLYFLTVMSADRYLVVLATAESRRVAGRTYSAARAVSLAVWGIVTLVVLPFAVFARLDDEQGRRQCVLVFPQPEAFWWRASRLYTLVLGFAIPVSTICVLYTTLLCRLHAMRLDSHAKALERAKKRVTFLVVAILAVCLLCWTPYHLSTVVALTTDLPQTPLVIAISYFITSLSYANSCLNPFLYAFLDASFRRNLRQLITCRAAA
OXTR ag – human OXTR agonism; P30559; CHO-OTR cells, Fluo-8 calcium fluorescence; normalized: DMSO 0%, oxytocin 100%; activation, % at 3 µM; 320,000 compounds, 0.32% hits;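 active means activation above the mean of all tested compounds plus 3 SD, cutoff set per screening run, cut at about 20% in these data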;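 further: peak over basal fluorescence ratio from a 100 s FLIPR kinetic read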
CHO parental Ca – signal in parental CHO cells, OX1R antagonist counter-screen. parental CHO-K1, ATP-induced calcium, Fluo-8 fluorescence. inhibition, % at 5.6 µM. 330,000 compounds, 0.63% hits. AID 463079;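 active means inhibition above that plate's mean sample inhibition plus 3 SD, cut at about 26% in these data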;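 further: 0% = ATP-challenged DMSO wells and 100% = DMSO wells without ATP; some compounds past the cut are filed as inactive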
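Assay system: parental CHO cells; Read-out basis: percent inhibition of ATP-evoked calcium rise, normalized to controls; Benchmarks: ATP and no-ATP DMSO wells; Compound dosing: single nominal dose of 5.6 µM per compound; Signal: Fluo-8 calcium dye fluorescence; Also added: ATP as calcium-mobilizing challenge; Repeats: singlicate.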
V1aR counter – counter-screen for oxytocin receptor agonists: human V1a receptor agonists; CHO-V1R cells, Fluo-8 calcium fluorescence, agonist mode; 0% DMSO, 100% 3 nM vasopressin; activation, % at 3 µM; 320,000 compounds, 0.25% hits;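 active means activation above the mean activation of all tested compounds plus 3 SD, per screening run, cut at about 20% in these data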;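 further: signal is peak over basal fluorescence ratio across a 100 second FLIPR read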
Target sequence (P37288 whole entry, looked up): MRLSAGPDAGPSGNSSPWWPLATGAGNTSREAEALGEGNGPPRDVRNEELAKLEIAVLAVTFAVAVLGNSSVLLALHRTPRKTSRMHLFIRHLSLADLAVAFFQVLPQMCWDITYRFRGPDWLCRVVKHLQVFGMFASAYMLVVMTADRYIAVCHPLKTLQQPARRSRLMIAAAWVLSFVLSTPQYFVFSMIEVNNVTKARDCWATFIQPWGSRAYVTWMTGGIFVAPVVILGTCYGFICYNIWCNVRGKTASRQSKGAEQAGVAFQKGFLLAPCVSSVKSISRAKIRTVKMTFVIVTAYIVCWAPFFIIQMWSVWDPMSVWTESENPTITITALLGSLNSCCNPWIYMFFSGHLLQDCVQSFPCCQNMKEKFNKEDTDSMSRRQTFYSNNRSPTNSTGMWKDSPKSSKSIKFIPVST
TAAR1 antag – antagonists of human TAAR1; Q96RJ0; CHO RD-HGA16 TAAR1, Fluo-8 calcium fluorescence, antagonist; inhibition, % at 3 µM; 360,000 compounds, 1.5% hits; AID 624466;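 active means inhibition above a per-plate cutoff, the mean inhibition of test compounds on that plate plus 3 SD, cut at about 49% in these data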;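 further: 0% = DMSO plus EC80 beta-PEA response and 100% = DMSO alone without agonist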
Target sequence (Q96RJ0 whole entry, looked up): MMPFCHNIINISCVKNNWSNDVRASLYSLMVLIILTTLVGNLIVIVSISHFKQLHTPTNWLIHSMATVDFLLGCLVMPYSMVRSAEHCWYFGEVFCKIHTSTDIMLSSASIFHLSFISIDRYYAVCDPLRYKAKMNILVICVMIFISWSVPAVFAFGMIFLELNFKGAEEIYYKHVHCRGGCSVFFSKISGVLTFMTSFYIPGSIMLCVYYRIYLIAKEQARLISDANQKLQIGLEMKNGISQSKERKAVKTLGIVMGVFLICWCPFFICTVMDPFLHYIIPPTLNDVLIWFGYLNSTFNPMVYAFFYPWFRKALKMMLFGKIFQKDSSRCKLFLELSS
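Test system – hTAAR1-expressing CHO RD-HGA16 cells, Gα16-coupled · Also added – β-PEA at EC80 concentration, post-compound challenge · Compound – 3 µM, single point · Incubation – dye loading 75 min at 37 °C, then 30 min room temperature · Measured by – Fluo-8 intracellular calcium dye fluorescence, real-time kinetic reads · Benchmarks – vehicle and agonist controls · Replicates – singlicate, one well per test compound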
Active calls of the source: *; x = no result given.

SMILES	CHO-K1 Ca antag	CHO-K1 Ca PAM	M1 ag parental	OXTR potentiator	GPR7 antagonist	OXTR ag	CHO parental Ca	V1aR counter	TAAR1 antag
CCN(CC(=O)NC(C)(C)C)C(=O)C(c1ccccc1)c1ccccc1	-22	-7	0.7	-4	-10	-1.5	1	1.3	11
O=C(COC(=O)c1c(F)cccc1Cl)NC(=O)Nc1ccc2c(c1)OCCO2	-4	3	6.9	-4	x	1.4	-10	1.7	13
CSc1ccc(C(O)c2ncc(-c3cccc(OCc4ccccc4)c3)[nH]2)cc1 (stereo not drawn)	-7	1	1.6	x	x	x	x	x	15
CCC(C)c1ccccc1NC(=O)C(C)OC(=O)c1ccco1 (stereo not drawn)	-5	22	4.6	2	x	-1.5	-11	-1.2	-24
CCOC(=O)C1CCCN(C(=O)C(=O)Nc2ccc3nc4n(c(=O)c3c2)CCCCC4)C1 (stereo not drawn)	-1	3	1.6	-4	-3	-0.4	-7	1.1	9
Cc1ccc(C(=O)Nc2ccc3c(c2)OCO3)cc1S(=O)(=O)N1CCCC1	-12	20	3.3	-26	-7	-2.5	-9	1.6	9
CCC(c1nc2ccccc2c(=O)n1CCCn1ccnc1)N1C(=O)c2ccccc2C1=O (stereo not drawn)	-23	15	0.5	-2	-10	-1.2	-24	0.3	-11
O=C(COc1coc(CN2CCN(c3ccccc3)CC2)cc1=O)Nc1ccccc1F	6	-16	-0.1	-9	x	-1.8	-8	-0.2	-1
Fc1cccc(/C=N/NC(=S)Nc2ccccc2Cl)c1	5	-8	0.2	-3	-11	0.3	7	0.8	-19
Cc1ccc(NC(=O)C(=Cc2ccc(C(=O)O)cc2)C(=O)Nc2ccc(C)cc2C)c(C)c1	-15	21	1.1	4	2	-0.4	8	-0.2	x
COC(=O)c1ccc(NC(=O)Nc2cccc(F)c2)cc1	16	0	12	-16	32*	13	23	13	4
CCC(=O)Nc1cccc(C2=NOC3(C2)C[C@@H](C(N)=O)N(C(=O)C(c2ccccc2)c2ccccc2)C3)c1 (stereo partly drawn)	-6	-2	0.2	2	x	0.0	-22	0.0	-3
CC(OC(=O)CSc1ccc([N+](=O)[O-])cc1)C(=O)NCc1ccccc1 (stereo not drawn)	-5	-22	2.9	-9	x	6.2	21	8.9	x
COc1ccc(NC(=O)/C=N/O)cc1	4	5	-0.4	-5	-4	-0.2	10	0.5	-10
CCCCn1c(=O)c2ccccc2c2ccccc2c1=O	-3	-1	-0.2	0	-13	-1.8	-14	-0.5	-6
O=C(CSc1nnc(NC(=O)Cc2ccccc2)s1)NCc1ccco1	-9	16	0.2	-3	-12	-0.2	-18	-0.6	6
Cc1ccc(-n2cc(-c3ccccc3)[nH]c2=O)cc1F	8	-7	-0.3	-6	6	-0.7	-11	-0.3	-8
Nc1c(S(=O)(=O)c2cccs2)c2nc3ccccc3nc2n1CC1CCCO1 (stereo not drawn)	4	6	0.1	-4	-4	0.6	-19	1.1	x
Cc1ccc(C)c(-n2nnnc2SCC(=O)Nc2cccc(-c3nnc4n3CCCCC4)c2)c1	-2	10	-0.3	-14	8	0.0	-23	1.4	-11
Cc1onc(-c2ccccc2)c1C(=O)Nc1sc2c(c1C#N)CCC2	-15	21	2.4	-2	-4	3.4	-25	-0.7	-13
Cn1c(N)c(C(=O)COC(=O)Cc2cccs2)c(=O)n(C)c1=O	0	4	0.0	-2	x	1.5	-6	0.0	7
NC(Cc1ccc(C(F)(F)F)cc1)c1csc(Nc2ccc(S(N)(=O)=O)cc2)n1 (stereo not drawn)	-9	6	0.2	x	x	x	x	x	13
Cn1c(/N=C/c2c[nH]c3ccccc23)nc2ccccc21	-8	11	-0.1	-2	-3	2.0	11	1.2	7
O=C(c1ccc(=O)oc1)N1CCC(C(O)(c2ccccc2)c2ccccc2)CC1	-6	-3	0.1	-2	-12	1.2	-8	-1.8	-6
O=C(COC(=O)c1cccc(F)c1)NCCC1=CCCCC1	-4	3	-0.8	-6	x	-1.1	-8	-0.9	13
COc1ccccc1NC(=O)N(c1c(N)n(Cc2ccccc2)c(=O)[nH]c1=O)C1CCCC1	-9	19	1.0	2	-8	-1.5	-8	0.7	5
Cc1cccc(N/C(N)=N/c2nc3c(c(=O)[nH]2)CCCC3)c1	7	-5	-0.3	1	3	0.2	-5	0.1	18
COc1ccccc1-c1ccc(/C=C2/C=C(C)OC2=O)o1	-11	21	0.3	-15	-11	1.0	-9	1.0	5
COc1cccc(Cn2c(-c3cccs3)noc2=O)c1	-4	22	2.3	-5	22	-1.2	-13	-0.2	12
S=C(c1c[nH]c2ccc(Br)cc12)N1CCOCC1	-6	20	2.0	-3	4	1.6	0	3.6	7
Cc1cc(C)n2nc(C(=O)OCC(=O)Nc3ccc4c(c3)OCO4)nc2n1	4	11	-0.1	-3	-16	0.3	-5	-0.2	-7
CCN(CC)S(=O)(=O)c1ccc(Cl)c(NC(=O)COc2ccccc2[N+](=O)[O-])c1	2	5	1.9	-5	-3	0.6	-15	2.3	32
COc1ccccc1N(CC(=O)N/N=C/c1ccc(OCC(=O)NCc2ccco2)cc1)S(=O)(=O)c1ccc(C)cc1	2	12	0.9	-21	-13	-1.4	-13	2.5	x
CC1CCN(S(=O)(=O)c2ccc3nc(N4CCN(c5ccccc5)CC4)ccc3c2)CC1	x	x	x	-17	10	-1.4	1	-0.5	-4
CCn1c(=O)c2sccc2n2c(CCCC(=O)N3CCN(c4ccccn4)CC3)nnc12	-10	-14	1.0	-19	-4	-2.3	-4	-0.5	-42
COc1ccccc1N1CCN(Cc2ccc(-c3ccccc3[N+](=O)[O-])o2)CC1	-2	9	5.1	-15	-7	0.2	-35	2.9	88*
O=C(/C=C/c1ccc(F)cc1)NC(Cc1c[nH]c2ccccc12)C(=O)O (stereo not drawn)	-7	6	-0.3	-17	-11	0.9	-9	0.7	-7
COC(=O)c1ccc(-c2ccc(/C=N/N3C(=O)C4C5C=CC(CC5)C4C3=O)o2)cc1 (stereo not drawn)	-4	4	-0.1	-7	-10	-0.6	-6	-1.0	-1
COc1ccc(CNc2nccn3ccnc23)cc1	-4	5	-0.1	x	x	x	x	x	-24
COC(=O)c1c(NC(=O)/C=C/C(=O)O)sc(C)c1-c1ccc(C)cc1	-12	28	-0.3	-3	-6	-1.4	-1	0.9	8

Of the compounds above, these have a Cl atom:
SMILES	CHO-K1 Ca antag	CHO-K1 Ca PAM	M1 ag parental	OXTR potentiator	GPR7 antagonist	OXTR ag	CHO parental Ca	V1aR counter	TAAR1 antag
O=C(COC(=O)c1c(F)cccc1Cl)NC(=O)Nc1ccc2c(c1)OCCO2	-4	3	6.9	-4	x	1.4	-10	1.7	13
Fc1cccc(/C=N/NC(=S)Nc2ccccc2Cl)c1	5	-8	0.2	-3	-11	0.3	7	0.8	-19
CCN(CC)S(=O)(=O)c1ccc(Cl)c(NC(=O)COc2ccccc2[N+](=O)[O-])c1	2	5	1.9	-5	-3	0.6	-15	2.3	32

2 of the compounds above, with bars between the fields.
structure | CHO-K1 Ca antag | CHO-K1 Ca PAM | M1 ag parental | OXTR potentiator | GPR7 antagonist | OXTR ag | CHO parental Ca | V1aR counter | TAAR1 antag
Cn1c(/N=C/c2c[nH]c3ccccc23)nc2ccccc21 | -8 | 11 | -0.1 | -2 | -3 | 2.0 | 11 | 1.2 | 7
O=C(c1ccc(=O)oc1)N1CCC(C(O)(c2ccccc2)c2ccccc2)CC1 | -6 | -3 | 0.1 | -2 | -12 | 1.2 | -8 | -1.8 | -6

The results go on:
SMILES	CHO-K1 Ca antag	CHO-K1 Ca PAM	M1 ag parental	OXTR potentiator	GPR7 antagonist	OXTR ag	CHO parental Ca	V1aR counter	TAAR1 antag
CC(C)Oc1ccc(C(=O)NC(Cc2c[nH]c3ccccc23)C(=O)NN)cc1 (stereo not drawn)	-1	-5	0.3	-3	-1	-0.8	-17	0.2	-13
C=CCn1c(SCc2nc3sc(C(=O)O)c(C)c3c(=O)[nH]2)nnc1-c1ccc(C(C)(C)C)cc1	-13	6	0.4	0	-8	-0.4	1	2.0	-25
COCCCNC(NC(=O)c1ccc(Br)cc1)C(Cl)(Cl)Cl (stereo not drawn)	-1	11	4.3	-9	-8	4.7	-18	4.1	2
O=C(c1ccccc1)c1ccccc1N1C(=O)C=CC1=O	19	8	2.2	1	-8	-0.1	5	1.4	-11
COc1ccc(Cc2nnc(N/N=C/c3ccc(C)o3)[nH]c2=O)cc1	2	16	0.2	-10	-16	-0.9	-1	0.5	-6
CC(OC(=O)Cc1c(F)cccc1Cl)C(=O)NCCC1=CCCCC1 (stereo not drawn)	-10	14	0.3	-2	-4	-2.6	-22	-0.2	-2
Cc1cc(Cc2ccc(N)c(C)c2)ccc1N	-12	14	1.9	-17	-15	2.6	-2	4.0	-7
CC(C)n1cc(/C=N/NC(=O)COc2cccc3cccnc23)c2ccccc21	3	12	3.6	-13	-4	0.2	-16	4.4	41
COc1ccc(C)cc1S(=O)(=O)Nc1ccc2c(c1)OCCO2	-7	14	1.1	-7	-1	1.9	-8	4.2	4
COc1cc(C(=O)NCCNc2nc3c(C)c(C)ccc3cc2C#N)cc(OC)c1OC	-7	12	0.0	-5	-19	-1.6	-20	-0.3	-14
CC1CCCN(C(=O)C2CCN(CC(C)c3ccccc3)CC2)C1 (stereo not drawn)	-9	17	-0.1	-7	-4	0.2	-15	-0.7	4
COc1cccc(Nc2nc(CC(C)=O)ns2)c1	-8	11	0.6	-12	-9	-0.3	-18	0.5	13
COC(=O)c1cccc(NC(=O)CSc2nnc(C)n2Cc2ccccc2)c1	-4	8	0.7	-6	6	-0.8	-5	0.1	-12
CCN(CC)CCCN1C(=O)C(=O)/C(=C(/O)c2ccc(OC)cc2)C1c1ccco1 (stereo not drawn)	-9	14	0.5	-1	x	0.5	-10	1.0	-3
CCOC(=O)c1ccc(NC(=O)c2ccc(CN3CCc4ccccc4C3)cc2)cc1	-8	15	5.0	-16	26	4.1	-2	5.2	24
N#Cc1cccc(NC(=O)CSc2ccccc2)c1	-12	2	1.6	-9	4	1.6	-3	0.7	12
CCCC(C(=O)NC1CCCC1)N(Cc1ccc(OC)cc1)C(=O)c1snc(C(N)=O)c1N (stereo not drawn)	4	-20	2.3	-11	0	-0.6	-20	0.3	9
O=C1c2ccccc2NC2CCCCCN12 (stereo not drawn)	-6	7	0.0	-9	-6	-0.1	-8	0.3	-5
O=C(O)C(CCc1ccccc1)N1C(=O)c2ccccc2C1=O (stereo not drawn)	-11	25	0.6	x	x	x	x	x	3
Cc1cc(C)n(CC(O)Cn2ccc3ccccc32)n1 (stereo not drawn)	-19	21	0.9	-11	-1	0.0	-4	-0.5	-17
Cc1cc(C)c(S(=O)(=O)c2ccc(Cl)cc2)c(=O)[nH]1	-10	33	0.3	-3	-5	-0.8	-21	-0.2	-14
O=C(CSc1nnc(Cc2cccs2)n1CCc1ccccc1)N1CCCc2ccccc21	0	13	5.9	-11	21	1.6	-8	1.1	57*

From PubChem
